Source: PubChem
D1 antagonist: antagonists of human D1 dopamine receptor; P21728; HEK293 TREx D1 cells, calcium flux, dopamine EC80; hits give low values; activity change, negative = inhibition, % at 10 µM; 360,000 compounds, 3.2% hits; AID 504652; in the data active = activity change below about -30%; also: % is scaled to controls: 0 for no effect and ±100 for the full control effect
Target sequence (P21728 whole entry, looked up): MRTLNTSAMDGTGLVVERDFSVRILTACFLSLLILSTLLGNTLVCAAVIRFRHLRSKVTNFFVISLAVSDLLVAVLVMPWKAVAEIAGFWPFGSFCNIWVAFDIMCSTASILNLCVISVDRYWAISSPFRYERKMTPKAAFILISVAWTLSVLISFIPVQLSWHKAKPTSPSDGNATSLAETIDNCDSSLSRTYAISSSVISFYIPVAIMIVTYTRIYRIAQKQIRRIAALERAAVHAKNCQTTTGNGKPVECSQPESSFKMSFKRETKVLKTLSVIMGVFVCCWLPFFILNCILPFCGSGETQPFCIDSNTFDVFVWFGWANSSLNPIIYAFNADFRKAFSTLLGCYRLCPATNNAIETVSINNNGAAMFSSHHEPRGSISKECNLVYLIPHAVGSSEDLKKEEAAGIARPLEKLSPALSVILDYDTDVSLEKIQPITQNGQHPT
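Using tetracycline-induced force-coupled D1 Hek293 cells and a calcium dye, signals were followed for 180 s after compound, then for 180 s after EC80 dopamine, to detect inhibitors.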
RXFP1 antagonist: antagonists of human relaxin receptor RXFP1; Q9HBX9; HEK293-RXFP1, relaxin-stimulated cAMP HTRF, 30 min; hits give low values; activity change, negative = inhibition, % at 57.5 µM; 350,000 compounds, 0.59% hits; AID 1259400;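 active = activity change of -60% or lower, but not beyond a set lower limit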; also: % is scaled to controls: 0 for no effect and ±100 for the full control effect
D2 antag: antagonizes the human D2 dopamine receptor; HEK293 TREx D2 cells, calcium flux, dopamine EC80; AID 485344; 340,000 compounds, 2% hits; inhibition, % at 10 µM; in the data active = inhibition above about 30%; also: 0% is about no effect
Target sequence (P14416 whole entry, looked up): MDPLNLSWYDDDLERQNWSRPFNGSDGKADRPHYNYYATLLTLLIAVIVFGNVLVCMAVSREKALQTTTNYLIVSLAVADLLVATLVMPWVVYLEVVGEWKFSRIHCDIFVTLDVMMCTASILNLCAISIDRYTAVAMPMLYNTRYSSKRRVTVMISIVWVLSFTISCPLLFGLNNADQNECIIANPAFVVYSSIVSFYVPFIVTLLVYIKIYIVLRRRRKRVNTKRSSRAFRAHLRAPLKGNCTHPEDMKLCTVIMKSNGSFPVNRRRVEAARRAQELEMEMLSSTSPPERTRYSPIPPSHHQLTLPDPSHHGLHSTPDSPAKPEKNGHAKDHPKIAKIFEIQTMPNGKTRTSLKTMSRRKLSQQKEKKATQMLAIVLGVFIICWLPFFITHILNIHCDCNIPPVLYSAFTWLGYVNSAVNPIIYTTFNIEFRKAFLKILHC
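Calcium mobilization kinetics were recorded at 1 s intervals in tetracycline-induced HEK293 T-REx D2 cells, first for 180 s after compound addition and then 180 s after EC80 dopamine.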
D2 potentiator: positive allosteric modulators of human D2 dopamine receptor | P14416 | HEK293 T-REx D2, calcium flux, EC20 dopamine potentiation | potentiation, % at 10 µM | 340,000 compounds, 0.34% hits;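 active = potentiation over 3 SD above the plate norm, cut at about 30% in these data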; also: 0% is about no effect
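Potentiation of an EC20 dopamine calcium response is measured in a force-coupled, tetracycline-inducible Hek293 Trex D2 line. Compound-only kinetic reads over 180 s flag agonists before dopamine addition.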
D1 agonist: activates the human D1 dopamine receptor. AID 504660. HEK293 T-REx D1 cells, calcium flux, agonist mode. 360,000 compounds, 1% hits. P21728. activation, % at 2 µM; also: 0% is about no effect
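Tetracycline-induced HEK293 TREx D1 cells, force-coupled to calcium signalling, were dye-loaded with a no-wash calcium kit. Compound was pin-added after a 10 s baseline. Fluorescence was read kinetically at 1 cycle/s for 180 s, with calcium rises flagged as agonism.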
TRHR ag: activates the human TRH receptor. 360,000 compounds, 0.18% hits. P34981. TRHR cells, calcium flux fluo-8, FDSS agonist mode. activation, % at 2 µM; also: 0% is about no effect
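Steps: seed TRHR cells overnight; add fluo-8 no-wash Ca dye, RT 30 min–1.5 h; record 10 s baseline; pin-transfer compounds; monitor fluorescence 1 cycle/s for the agonist window. Calcium increases flag candidate agonists.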
TRHR enhancer: allosterically enhances the human TRH receptor; TRHR cells, fluo-8 calcium fluorescence, EC20 TRH enhancement; P34981; enhancement, % at 2 µM; 360,000 compounds, 0.66% hits; AID 493056; in the data active = enhancement above about 30%; also: 0% is about no effect
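TRHR-expressing cells loaded with fluo-8 calcium dye were read kinetically (ex 480/em 530) during compound addition, then stimulated with an EC20 of TRH (10 nM final). Enhancement of the Gq-mediated intracellular calcium response was scored.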
D1 PAM: potentiators of human D1 dopamine receptor | P21728 | potentiation, % at 10 µM | HEK293 TREx D1 cells, calcium flux, dopamine EC20 potentiation | 360,000 compounds, 0.036% hits | AID 504651; in the data active = potentiation above about 30%; also: 0% is about no effect
D2 agonist: agonists of human D2 dopamine receptor; P14416; HEK293 T-REx D2 cells, calcium flux agonist mode; activation, % at 2 µM; 340,000 compounds, 0.53% hits;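 active = activation over 3 SD above normal in the single-dose calcium agonist read, cut at about 30% in these data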; also: 0% is about no effect
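In this primary screen, compounds producing a positive calcium signal within 180 s of addition to tetracycline-induced, force-coupled HEK293 Trex D2 cells are flagged; cells are dye-loaded with a no-wash calcium kit beforehand.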
Active calls of the source: *; x = not tested or not shown. Rule as the data show it, unless noted: active = activation above about 30%; inactive = the rest.

SMILES	D1 antagonist	RXFP1 antagonist	D2 antag	D2 potentiator	D1 agonist	TRHR ag	TRHR enhancer	D1 PAM	D2 agonist
O=C(Nc1nc2nc(-c3ccccc3)cc(=O)n2[nH]1)c1ccccc1	-4	-5	1	-14	0	0.2	-4	-6	-0.2
CCOC(=O)c1[nH]c(C)c(C(=O)NCCc2ccccc2)c1C	2	-4	x	-6	9	0.7	-6	-1	-0.2
CC1CCN(C(=O)CSc2nnc(CN3CCOCC3)n2-c2ccccc2)CC1	-24	-3	-25	4	5	0.0	1	3	-1.9
O=S(=O)(Nc1ccc(N2CCOCC2)nn1)c1ccccc1	-47*	-13	-2	2	2	0.0	13	-2	0.2
Cc1cc(OC(F)F)ccc1NC(=O)Nc1ccc2c(c1)OCO2	10	9	-4	2	4	0.5	-2	1	0.1
CC(C)c1ccc(NC(=O)N2CCN(c3ccc(Cl)c(Cl)c3)CC2)cc1	-15	-7	x	-4	15	0.3	-3	-2	-0.7
COC(=O)C1(CCSC)NC(c2ccc(O)c(OC)c2)C2C(=O)N(c3ccc(C)cc3)C(=O)C21 (stereo not drawn)	-11	6	5	5	2	-0.1	1	-5	-0.4
COc1ccccc1/C=C/CN1CCCC(CO)(CCc2ccccc2)C1 (stereo not drawn)	-18	-15	71*	-19	1	0.2	-7	0	0.3
CCN(CC)CCCNC(=O)CNC(=O)c1nn(-c2ccc(OC)cc2)c(=O)c2ccccc12	-3	2	8	0	2	0.3	-3	0	1.0
O=C(Nc1ccc(NC(=O)c2cc([N+](=O)[O-])ccc2N2CCOCC2)cc1)c1cccs1	-2	4	-1	-5	1	-0.1	-3	0	-0.7
CC1Oc2ccccc2N(CC(=O)NCCCN2CCOCC2)C1=O (stereo not drawn)	-8	-7	8	-5	3	0.3	-7	-8	0.4
O=C1NC2(CCCCC2)N=C1c1ccc(Br)cc1	8	-2	-5	6	2	0.5	0	-4	0.5
O=[N+]([O-])CC1(n2nc3ccccc3n2)CCCCC1	-20	x	2	-5	0	-0.5	1	-1	-0.3
Cc1cc(NC(=O)CCSc2nc(-c3ccco3)cc(C(F)(F)F)n2)no1	-13	-7	-15	1	55*	-0.1	-1	-4	-1.0
CCOc1ccccc1NC1=C(Cl)C(=O)N(c2ccccc2)C1=O	4	-8	0	5	-1	-0.2	-2	-2	0.7
CC1=NN(c2nc3ccccc3s2)C(O)(C(F)(F)F)C1 (stereo not drawn)	4	-2	4	2	2	0.0	-3	-2	2.7
Cc1cc(S(=O)(=O)NCCc2ccccc2)ccc1-n1cnnn1	-11	-4	-14	-16	15	-0.2	-2	-4	3.7
Cc1cccc(OCCn2nc(C(=O)O)c3ccccc3c2=O)c1	10	-15	4	-2	5	0.2	-14	-2	-0.1
COc1ccc2c(COC(=O)CCS(=O)(=O)c3ccc(C)cc3)cc(=O)oc2c1	-7	-21	-17	6	6	-0.1	-11	9	-1.1
O=C(NC(=O)N1CCCC1)c1csnn1	6	-5	x	x	2	0.2	5	-3	x
O=C(NCc1ccccc1)C12CC3CC(CC(Cl)(C3)C1)C2	11	8	-14	2	0	-0.1	15	-5	0.1
CCS(=O)(=O)N1CCN(C(=O)c2ccccc2)CC1	-1	1	0	1	3	-0.6	2	-4	0.0
CC1CCc2c(sc(NC(=O)C3c4ccccc4Oc4ccccc43)c2C(=O)OC(C)C)C1 (stereo not drawn)	3	x	x	-9	0	0.4	-12	-5	0.3
C1COCCNCCOCCOCCOCCN1	15	0	-3	0	1	0.3	4	4	0.8
Cc1noc(C)c1COC(=O)c1cccc(S(=O)(=O)N2CCOCC2)c1	-3	-4	14	-11	11	0.3	-8	4	-0.5

Part of the list above, comma-delimited.
SMILES,D1 antagonist,RXFP1 antagonist,D2 antag,D2 potentiator,D1 agonist,TRHR ag,TRHR enhancer,D1 PAM,D2 agonist
O=C(Nc1nc2nc(-c3ccccc3)cc(=O)n2[nH]1)c1ccccc1,-4,-5,1,-14,0,0.2,-4,-6,-0.2
CCOC(=O)c1[nH]c(C)c(C(=O)NCCc2ccccc2)c1C,2,-4,x,-6,9,0.7,-6,-1,-0.2
CC1CCN(C(=O)CSc2nnc(CN3CCOCC3)n2-c2ccccc2)CC1,-24,-3,-25,4,5,0.0,1,3,-1.9
O=S(=O)(Nc1ccc(N2CCOCC2)nn1)c1ccccc1,-47*,-13,-2,2,2,0.0,13,-2,0.2
Cc1cc(OC(F)F)ccc1NC(=O)Nc1ccc2c(c1)OCO2,10,9,-4,2,4,0.5,-2,1,0.1
CC(C)c1ccc(NC(=O)N2CCN(c3ccc(Cl)c(Cl)c3)CC2)cc1,-15,-7,x,-4,15,0.3,-3,-2,-0.7
COC(=O)C1(CCSC)NC(c2ccc(O)c(OC)c2)C2C(=O)N(c3ccc(C)cc3)C(=O)C21 (stereo not drawn),-11,6,5,5,2,-0.1,1,-5,-0.4
COc1ccccc1/C=C/CN1CCCC(CO)(CCc2ccccc2)C1 (stereo not drawn),-18,-15,71*,-19,1,0.2,-7,0,0.3
CCN(CC)CCCNC(=O)CNC(=O)c1nn(-c2ccc(OC)cc2)c(=O)c2ccccc12,-3,2,8,0,2,0.3,-3,0,1.0
O=C(Nc1ccc(NC(=O)c2cc([N+](=O)[O-])ccc2N2CCOCC2)cc1)c1cccs1,-2,4,-1,-5,1,-0.1,-3,0,-0.7
CC1Oc2ccccc2N(CC(=O)NCCCN2CCOCC2)C1=O (stereo not drawn),-8,-7,8,-5,3,0.3,-7,-8,0.4
O=C1NC2(CCCCC2)N=C1c1ccc(Br)cc1,8,-2,-5,6,2,0.5,0,-4,0.5
O=[N+]([O-])CC1(n2nc3ccccc3n2)CCCCC1,-20,x,2,-5,0,-0.5,1,-1,-0.3
Cc1cc(NC(=O)CCSc2nc(-c3ccco3)cc(C(F)(F)F)n2)no1,-13,-7,-15,1,55*,-0.1,-1,-4,-1.0
CCOc1ccccc1NC1=C(Cl)C(=O)N(c2ccccc2)C1=O,4,-8,0,5,-1,-0.2,-2,-2,0.7

Later entries
SMILES	D1 antagonist	RXFP1 antagonist	D2 antag	D2 potentiator	D1 agonist	TRHR ag	TRHR enhancer	D1 PAM	D2 agonist
Cc1nc2c(cc1NC(=O)c1ccccc1)nc(C)n2Cc1ccccc1	-2	1	0	-1	1	0.4	2	2	1.2
C=Cc1ccc(CSc2nnc(C)n3c2cc2occc23)cc1	6	-1	x	1	4	0.4	8	-2	0.5
CCOc1cc(/C=C2\C(=O)NN(c3ccccc3)C2=O)cc([N+](=O)[O-])c1O	-10	-25	-6	0	1	1.7	1	-8	-0.1
CCOc1ccc(COC(=O)C2CC(=O)N(CCc3ccccc3)C2)cc1OC (stereo not drawn)	9	1	13	2	2	-0.3	-2	-3	-0.2
CC(=O)Nc1ccc(C(C#N)c2ccccc2)cc1 (stereo not drawn)	-11	8	2	17	5	0.4	4	4	0.2
CCOC(=O)c1c(S(=O)(=O)N2CCC(C)CC2)c(C)n(C)c1C	12	-9	-3	-17	1	-0.5	-3	1	0.5
C=Cc1ccc(CN2CCCN(Cc3ccc(F)cc3)S2(=O)=O)cc1	-29	-2	0	3	8	0.6	-3	-8	0.8
Cc1ccc(N(Cc2ccco2)C(=O)c2ccc(N3CCCCC3)c([N+](=O)[O-])c2)cc1	19	9	13	-34	2	0.0	-4	-2	0.0
N#CCC(=O)N/N=C/c1c(-c2ccccc2)n(-c2ccccc2)c2ccccc12	-2	-8	-7	-4	1	0.7	4	-7	-0.2
CCOC(=O)/C(C#N)=C/Nc1cc(C(=O)OCC)cc2c(OC)c(OC)ccc12	-17	-12	-41	-19	2	0.4	17	3	-2.1
Cc1ccc(C2NC(=S)NC3=C2N2CCC3CC2)cc1 (stereo not drawn)	-4	-4	-2	6	4	-0.6	0	-6	0.8
Cc1ccc(C)c(NC(=O)c2cc(=O)c3cc(C)cc(C)c3o2)c1	-4	-1	x	11	0	0.2	1	2	0.4
CC(=C/c1ccccc1)/C=N/N1CCN(Cc2ccc(C)cc2)CC1	-6	2	11	-15	3	1.0	6	-2	0.1
Cc1cccc(Nc2nnc(-c3ccc(C(=O)N4C[C@H]5C[C@H](C4)c4cccc(=O)n4C5)cc3)c3ccccc23)c1	8	-5	-5	-2	3	0.5	9	-3	-0.6
COc1ccc(CNC(=O)Cn2ccc3cc(S(=O)(=O)N4CCCC4)ccc32)c(OC)c1	6	4	x	5	5	0.3	-2	-3	-0.7
O=C(Cn1ncc2c3ccccc3n(Cc3ccccc3)c2c1=O)NCCc1ccc(Cl)cc1	-9	-6	x	-2	5	2.9	0	-1	-0.1
CCCCNC(=O)c1ccc2nc(-c3ccco3)c(-c3ccco3)nc2c1	12	x	-1	-3	-1	-0.6	6	1	-1.2
Cc1ccc2c(c1)C1(C)C(C(C)(C)N2C=O)C1(Cl)Cl (stereo not drawn)	31	2	-8	-5	2	-1.8	-4	4	-1.5
COC(=O)c1ccc(NS(=O)(=O)c2ccc(Cl)cc2)o1	-7	3	-12	5	5	2.8	0	-1	0.9
COc1ccccc1CNC(=O)CNC(=O)N1CC(=O)Nc2ccccc21	19	7	-4	11	5	-0.1	-4	-6	1.0
CC(C)COC(=O)NCCOC(=O)Nc1cccc(Cl)c1	0	4	-14	-5	3	-0.9	-6	-6	0.2
CNS(=O)(=O)c1cccc(C(=O)OCC(=O)N2c3ccccc3CC2C)c1 (stereo not drawn)	-5	14	-2	18	1	1.2	30	14	-0.1
CC(C)(C)SCCNC(=O)CN(c1ccc(F)cc1)S(=O)(=O)c1ccccc1	-26	-25	3	-2	4	-1.0	3	5	0.6
O=C(NCc1ccco1)C1CCCN(S(=O)(=O)c2ccc(Br)cc2)C1 (stereo not drawn)	-10	-6	-2	-1	-1	-0.4	-3	-8	-0.7
CCOc1ccc(C(=O)NCC(=O)NCCCn2nc(C)cc2C)cc1OCC	7	0	0	-1	0	0.0	12	9	0.3

Of the compounds above, 2 contain a CF3 group:
SMILES	D1 antagonist	RXFP1 antagonist	D2 antag	D2 potentiator	D1 agonist	TRHR ag	TRHR enhancer	D1 PAM	D2 agonist
Cc1cc(NC(=O)CCSc2nc(-c3ccco3)cc(C(F)(F)F)n2)no1	-13	-7	-15	1	55*	-0.1	-1	-4	-1.0
CC1=NN(c2nc3ccccc3s2)C(O)(C(F)(F)F)C1 (stereo not drawn)	4	-2	4	2	2	0.0	-3	-2	2.7

(further entries)
SMILES	D1 antagonist	RXFP1 antagonist	D2 antag	D2 potentiator	D1 agonist	TRHR ag	TRHR enhancer	D1 PAM	D2 agonist
CCCCCC(=O)NC(=S)NNC(=O)CC	-2	-6	21	5	2	0.1	10	-6	-0.3
C=CCN1C(=O)c2ccc(C(=O)OCC(=O)N(CC)C3CCS(=O)(=O)C3)cc2C1=O (stereo not drawn)	-8	-11	-3	-5	0	0.2	1	-1	2.1
N#Cc1cccc(NC(=O)NCCc2c[nH]c3ccccc23)c1	-14	x	5	-17	1	0.2	3	-10	0.8
CCOC(=O)c1c(C)[nH]sc1=S	16	9	x	4	1	-2.8	33*	3	x
C#CCn1c(C2CC(=O)N(c3ccc(OC)cc3)C2)nc2ccccc21 (stereo not drawn)	1	1	x	x	0	-1.6	-3	2	1.2
CC(C)=CC(=O)OCC(=O)Nc1nc(C)c(Cl)cc1Cl	-2	-3	-6	-5	1	0.2	4	-10	-0.4
